# C8 TRAIL sens: caspase-8 TRAIL sensitization | NB7+C8 cells + TRAIL, ATPlite viability luminescence | AID 624354 | inhibition (viability loss, TRAIL sensitization), % at 10 µM | 1% of 360,000 active;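 active means compounds causing at least 50% loss of cell viability in the single-dose screen, relative to plate controls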
# HIF-2a inh: inhibitors of HIF-2a. 786-0 RCC cells HIF-2a reporter, luciferase luminescence, overnight. inhibition, % at 18.8 µM. 0.72% of 360,000 active. AID 624352;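 active means inhibition of the luminescence signal of 40% or more relative to plate controls, in a single-dose primary screen at 18.75 µM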
# CF NFkB inh: blocks PAF-induced NF-kB reporter in cystic fibrosis cells | 0.86% of 360,000 active | inhibition, % at 5 µM | KKLEB NF-kB-GFP reporter, GFP fluorescence overnight | AID 588850;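 active means at least 50% inhibition at 5 µM, scaled per plate between neutral and stimulator controls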;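 further: PAF is a Pseudomonas aeruginosa culture filtrate used as stimulus; plate controls were PAF-stimulated DMSO wells for no effect and unstimulated DMSO wells for full effect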
# KKLEB tox: CF airway cell cytotoxicity counter-screen; KKLEB CF airway cells viability, ATPlite luminescence, overnight; active compounds read low; cells stimulated with P. aeruginosa culture filtrate; activity change (cytotoxicity), % at 5 µM; 0.36% of 360,000 active; AID 602141;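 active means corrected activity change at or below -50% at 5 µM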
# Peg3 promoter: reduces Peg3 promoter-driven luciferase expression in HeLa. AID 588405. inhibition, % at 20 µM. 1.7% of 360,000 active. HeLa PEG-Prom luciferase reporter, luminescence, overnight;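 active means inhibition of at least 50% at 20 µM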
# TRPM1 prom inh: reduces MITF-dependent TRPM1 promoter luciferase signal; inhibition, % at 12.5 µM; 0.83% of 330,000 active; SK-MEL-5 TRPM1 promoter luciferase, 24 h; AID 488899;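 active means mean inhibition across replicates of 60% or more, whatever share of single replicates reaches that level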; further: values of inactives mirror those of a sister screen read the other way
# NR2E3 ag-1: agonists of human nuclear receptor NR2E3. Q9Y5X4. GST-NR2E3/biotin-RetCOR TR-FRET, 1536-well. inhibition of corepressor binding, % at 4.78 µM. 0.12% of 320,000 active. AID 2300;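 active means percent inhibition above the cutoff of mean plus 3 SD of all tested compounds, set per screening campaign, cut at about 20% in these data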;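 further: 0% = DMSO wells and 100% = biotin wells as full block of FRET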
# Target sequence (Q9Y5X4 whole entry, looked up): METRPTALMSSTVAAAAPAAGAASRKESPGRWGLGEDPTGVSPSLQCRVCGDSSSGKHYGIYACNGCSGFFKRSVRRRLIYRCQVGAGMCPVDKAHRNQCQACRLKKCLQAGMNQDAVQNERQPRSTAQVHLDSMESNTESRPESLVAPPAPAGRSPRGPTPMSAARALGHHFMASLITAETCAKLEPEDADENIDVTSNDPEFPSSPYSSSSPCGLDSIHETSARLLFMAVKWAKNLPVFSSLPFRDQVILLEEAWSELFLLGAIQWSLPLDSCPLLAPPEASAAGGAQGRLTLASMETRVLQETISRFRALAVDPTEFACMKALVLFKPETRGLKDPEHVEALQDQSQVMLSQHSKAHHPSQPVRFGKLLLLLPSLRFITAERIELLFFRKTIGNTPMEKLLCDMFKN
#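 System: GST-tagged NR2E3 plus biotinylated RetCOR corepressor; Amount: 1.35 nM GST-tagged NR2E3 final; Dosing: single nominal compound dose of 4.8 µM; Schedule: 5 h incubation at 4 °C; Technique: TR-FRET with europium anti-GST and streptavidin-D2, 340 nm excitation; Controls: biotin wells as high control, 0.6% DMSO wells as low control.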
# NR2E3 ag-2: activates human NR2E3 receptor; Q9Y5X4; CHO-S Gal4-NCOR/VP16-NR2E3 two-hybrid, luciferase; inhibition of corepressor binding, % at 3.98 µM; 0.35% of 360,000 active; AID 602229;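 active means inhibition above the mean of all tested compounds plus 3 SD, cut at about 70% in these data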;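 further: 0% = DMSO with NR2E3 transfected cells and 100% = cells lacking NR2E3 construct; higher means lower luciferase signal from less NR2E3 corepressor binding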
# Shn3 inh set2: reduces Shn3 3'UTR luciferase signal in osteoblasts; Clone20 osteoblast Shn3 3'UTR firefly luciferase, 24 h; inhibition, % at 12.5 µM; 0.52% of 360,000 active; AID 588674;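 active means mean inhibition of at least 75% with every replicate also reaching 75%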;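 further: 0% = median of neutral control wells and 100% = pilot-screen positive control compound; some compounds past the cut are filed as inactive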
# TROY NFkB inh: TROY signaling inhibition. Q293 LMP1-TROYcd NF-kB luciferase reporter, 4 h. inhibition, % at 10 µM. 0.98% of 360,000 active. AID 1347056;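 active means compounds whose plate-normalised and pattern-corrected inhibition of the luciferase reporter signal at the single screening dose is 50% or more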
# TWEAK Fn14 block: TWEAK-Fn14 signaling inhibition | 2% of 360,000 active | inhibition, % at 10 µM | AID 1159606 | TWEAK-stimulated Fn14 reporter cells, luciferase luminescence, 8 h; in the data active means inhibition above about 50%
# * = called active by the depositor; / = not tested or not shown. These rows are one share of the data, so the mix of outcomes need not match the whole.
SMILES,C8 TRAIL sens,HIF-2a inh,CF NFkB inh,KKLEB tox,Peg3 promoter,TRPM1 prom inh,NR2E3 ag-1,NR2E3 ag-2,Shn3 inh set2,TROY NFkB inh,TWEAK Fn14 block
CCc1nc2ccc(C(=O)NCCCn3ccnc3)cn2c1N(C)CCCc1ccccc1,-17,9,-1,-5,11,/,/,2,-2,-1,-11
Cc1ccc(C)c(CSC2=NCCN2S(=O)(=O)c2ccccc2)c1,-1,10,2,4,24,-3,4,-11,4,10,4
O=C(NC12CC3CC(CC(C3)C1)C2)C1CC(=O)N(c2ccc(Br)cc2)C1 (stereo not drawn),26,6,-4,-4,1,-3,2,-14,27,-3,-11
CC(C)(O)C#Cc1ccc(C(=O)NCCc2ccc(S(N)(=O)=O)cc2)cc1,-6,14,25,-7,3,8,0,-17,-17,-9,12
CCN(CC)CCN(Cc1cc2cc3c(cc2[nH]c1=O)OCCO3)C(=O)NC1CCCCC1,-22,-34,-1,-4,-13,4,0,-22,-7,5,-1
CC1CCc2c(sc(NC(=O)CCc3nc4ccccc4c(=O)[nH]3)c2C#N)C1 (stereo not drawn),5,1,-5,-12,17,55,4,-28,-2,15,-71
O=C(CN1C(=O)NC(Cc2ccccc2)C1=O)Nc1ccc(F)cc1 (stereo not drawn),2,18,12,-6,-11,6,-4,-9,13,-3,-7
Cn1nnnc1Sc1ncnc2scc(-c3ccc(F)cc3)c12,7,78*,60*,-45,97*,83*,1,37,93*,29,57*
COc1ccc(Oc2nccc(-c3ccccc3)c2C#N)cc1,20,-228,7,-22,-319,-71,2,-95,-27,-55,-39
Cc1cc(C)cc(NC(=O)COC(=O)CCCC2=NS(=O)(=O)c3ccccc3N2)c1,6,11,-4,13,-2,5,5,-11,-4,11,4
CCCCN(C(=O)COC(=O)CSc1ccc([N+](=O)[O-])cc1)c1c(N)n(CCC)c(=O)[nH]c1=O,-8,7,-6,8,0,-11,-5,0,10,-7,4
c1ccc(-c2cc3c(N4CCOCC4)ncnc3s2)cc1,-12,-13,34,-13,-10,-22,0,-19,10,/,44
O=C(Nc1ccnn1C1CCN(CCCc2ccccc2)CC1)c1cccc(F)c1,10,3,-29,16,14,10,3,-22,-2,1,4
CC(=O)OCCc1[nH]c2ccccc2c1C,-1,12,-5,-1,-1,-1,2,-2,27,14,2
O=C(Cn1cccc1)NCc1cccs1,10,1,-2,8,10,0,-3,-19,6,-2,-1
O=C(Cn1cnc(S(=O)(=O)N2CCCC2)c1)Nc1ccc(OC(F)(F)F)cc1,-21,13,18,-13,5,12,1,-19,5,-18,25
CCCn1c(SCC(=O)Nc2ccc(C(=O)Nc3ccccc3OC)cc2)n[nH]c1=O,6,-12,-36,6,-17,1,2,8,-8,5,4
CCOc1ccc(NC(=O)N(CCCN2CCOCC2)Cc2cccnc2)cc1,-4,3,-4,-6,6,-12,-1,-1,0,-11,-8
CC1CCC(NC(=O)CCS(=O)(=O)c2ccc3c(c2)CC(C)N3C(=O)C2CC2)CC1 (stereo not drawn),-9,8,-2,8,-1,3,3,7,-2,-38,-10
N#C/C(=C\c1ccc(OCc2ccc(F)cc2)cc1)C(=O)Nc1cccc(C(=O)O)c1,8,-8,-22,25,-222,-67,3,-89,/,-9,3
Cc1nnc(SCCn2c(N3CCN(C)CC3)nc3c2c(=O)[nH]c(=O)n3C)s1,-11,26,26,-6,1,8,0,-3,4,-24,0
CCc1cccc(C)c1NC(=S)N(CCN(C)C)C(C)c1cccnc1 (stereo not drawn),5,1,-2,6,22,-3,1,-5,5,6,7
Cc1ccc(S(=O)(=O)N(C)C)cc1NC(=O)C1CCC1,9,5,-10,12,19,-22,1,5,6,-15,1
Cc1ccc(NCC(O)C(O)C(O)CO)cc1C (stereo not drawn),10,-7,15,-1,-21,10,0,-6,-57,-2,15
COc1cccc(-c2ncc3ccccc3c2COC(=O)c2cccs2)c1,-8,-10,23,-11,9,12,1,-52,-13,-17,-12
O=C(CCCOC(=O)c1ccc(O)cc1O)c1ccccc1,14,-20,29,-26,-83,-20,-1,0,-8,14,-6
CCOC(=O)C1(C)CCN1C(=O)c1ccc(OC)c(F)c1 (stereo not drawn),-12,-9,4,1,-8,/,/,-37,-1,-4,-14
CCN(CC)c1ccc(/C=N/NC(=O)c2nnn(-c3nonc3N)c2C(C)C)c(O)c1,13,1,41,-26,53*,68*,6,-16,92*,11,-10
CC1(c2nnc(Cc3ccccc3)o2)CC(c2ccc(C#N)cc2)=NO1 (stereo not drawn),-4,-1,1,-10,-6,-10,1,21,19,0,8
O=C(Nc1ccccc1Oc1cccnc1)C1CCCN(Cc2ccccc2O)C1 (stereo not drawn),-5,14,-2,5,17,11,-1,12,7,-15,-2
Cc1ccc(S(=O)(=O)NC(C)CCc2ccccc2)cc1 (stereo not drawn),-10,3,8,3,17,-14,-2,-20,10,9,1
O=C(CN(C(=O)c1csnn1)c1ccc2c(c1)OCCO2)NCc1ccccc1,-6,-67,4,5,-36,-21,0,-16,-14,-11,26
Cc1ccc(/C=C/c2ccc3cccc(O)c3n2)s1,25,-143,-32,-3,-254,-43,-2,-149,-65,-29,47
CC1(C)Cc2nc3oc4c(N5CCOCC5)ncnc4c3cc2CO1,16,10,-3,-9,0,10,2,6,-1,0,-11
Cc1oncc1-c1cn2ccccc2n1,-2,-10,-12,9,-7,-7,2,15,-17,-10,-2
NC(=S)N=Nc1c(O)[nH]c2c(Br)cc(Br)cc12,-17,8,-64,1,14,1,1,28,0,27,24
O=C(O)C1=C[C@@H](c2csc3ccccc23)C[C@@H](OCCCCO)O1,-7,21,8,-4,-1,1,5,-39,-41,-6,2
O=c1oc2ccccc2c(O)c1Cc1cc(Cl)c2cccnc2c1O,-8,7,14,-12,38,9,5,19,-1,6,-31
Cc1ccc(CSCC(=O)N(C)CC(=O)Nc2cccc(F)c2)cc1,-13,-15,3,-4,-15,-6,-1,-28,9,-24,-9
CCOC(=O)c1c(N)sc(C(=O)N2CCCCCC2)c1C,5,2,-5,-6,10,4,-3,0,7,21,18
CCC1(O)c2ccccc2-c2ncccc21 (stereo not drawn),17,1,9,-3,-15,2,-1,-23,-9,-6,3
Cc1cc([N+](=O)[O-])nn1CC(=O)Nc1nccs1,-6,16,1,5,6,4,5,-9,0,11,-3
CN1CCN(S(=O)(=O)c2ccc(N3CCN(c4ccccc4O)CC3)c([N+](=O)[O-])c2)CC1,-4,-8,7,2,6,20,/,-1,27,-9,8
COCCn1c(C)cc(C2=NNC(=Nc3ccc(Cl)cc3Cl)SC2)c1C,1,7,3,1,-3,13,4,-16,5,-10,8
COc1ccc(N(C)C(=O)c2oc(=O)c3ccccc3c2-c2ccc(C)cc2)c(OC)c1,2,16,29,-10,17,4,3,-7,19,-10,4
COc1ccc(OC)c(CCNC(=O)c2ccc(CS(=O)Cc3cccc(Cl)c3)o2)c1 (stereo not drawn),11,3,9,-7,16,-1,-1,-1,3,-12,1
CCOC(=O)C1=C(N)OC2=C(C(=O)CC(C)(C)C2)C1c1ccc(C)s1 (stereo not drawn),4,-11,-16,4,-30,-10,-2,-12,-35,-22,-13
COc1ccc(COc2ccc(C3C(S(=O)(=O)c4ccccc4)CON3C)cc2OC)cc1 (stereo not drawn),10,-3,15,-1,14,-3,1,-24,30,4,49
COc1cc(C)ccc1S(=O)(=O)NC(=O)C1(C)CCN1C(=O)Cc1ccccc1Cl (stereo not drawn),13,12,-18,5,6,/,/,19,6,1,-4
O=[N+]([O-])c1cc(-c2ccc(C(=S)N3CCOCC3)o2)ccc1Cl,-2,-120,-3,14,-111,-7,4,-65,-20,-23,6
# Additional results
SMILES,C8 TRAIL sens,HIF-2a inh,CF NFkB inh,KKLEB tox,Peg3 promoter,TRPM1 prom inh,NR2E3 ag-1,NR2E3 ag-2,Shn3 inh set2,TROY NFkB inh,TWEAK Fn14 block
Cc1cccc(N2CCN(S(=O)(=O)c3c(C)nc4scc(C)n4c3=O)CC2)c1C,5,-1,5,-4,10,11,1,-10,40,35,-4
OCCOCCOCCn1c2ccccc2c2ccccc21,-17,-3,8,-4,-2,7,4,1,6,-12,15
O=C(COc1ccccc1[N+](=O)[O-])OC1CCS(=O)(=O)C1 (stereo not drawn),-5,18,7,0,0,8,1,-15,-1,14,10
Fc1cccc(Cc2c(-c3cccc(Br)c3)nc3ccc(Cl)cn23)c1,-5,-183,6,-9,-133,/,/,6,-18,-28,-21
CN(CC(=O)Nc1cccc(F)c1)C(=O)C1CCN(C(=O)c2ccc(Cl)cc2)CC1,-8,13,0,9,9,6,-3,12,14,-12,4
O=C(O)CC(NC(=O)c1ccc2c(c1)OCO2)c1cccc([N+](=O)[O-])c1 (stereo not drawn),-8,5,17,-18,6,10,1,-15,0,-6,2
O=C(O)CC1NC(=O)N(C2CCCCC2)C1=O (stereo not drawn),2,4,-3,2,11,-43,1,-8,-7,-11,-5
O=C(NCc1ccccn1)C(C(=O)c1cccc([N+](=O)[O-])c1)n1cc(Cl)ccc1=O (stereo not drawn),1,2,10,10,-4,/,1,2,-18,0,-8
CN1CCN(c2nc3cc(C(F)(F)F)ccc3n3cccc23)CC1,14,-10,22,10,7,-9,3,-11,-19,5,-22
COC(=O)c1[nH]c2ccc(C)cc2c1NC(=O)CN1CCN(Cc2ccccc2)CC1,-2,7,1,-4,16,7,2,-14,41,1,21

# Complete entries from above. Order of values: C8 TRAIL sens, HIF-2a inh, CF NFkB inh, KKLEB tox, Peg3 promoter, TRPM1 prom inh, NR2E3 ag-1, NR2E3 ag-2, Shn3 inh set2, TROY NFkB inh, TWEAK Fn14 block
# O=C(O)CC1NC(=O)N(C2CCCCC2)C1=O (stereo not drawn) is listed with 2, 4, -3, 2, 11, -43, 1, -8, -7, -11, -5
# CN1CCN(c2nc3cc(C(F)(F)F)ccc3n3cccc23)CC1 is listed with 14, -10, 22, 10, 7, -9, 3, -11, -19, 5, -22

# Continued.
SMILES,C8 TRAIL sens,HIF-2a inh,CF NFkB inh,KKLEB tox,Peg3 promoter,TRPM1 prom inh,NR2E3 ag-1,NR2E3 ag-2,Shn3 inh set2,TROY NFkB inh,TWEAK Fn14 block
O=C(Nc1ccc(F)cc1F)C1CCCN(c2ncnc3c2nc2n3CCCCC2)C1 (stereo not drawn),20,19,-2,-23,28,2,-2,11,19,21,-2
Cn1c(=O)[nH]c(=O)c2c1nc(N1CCc3ccccc3C1)n2CCSc1nc2ccccc2s1,4,20,9,-2,-66,1,0,9,5,-25,-8
COc1cccc(C=Cc2nccc3ccccc23)c1OC,61*,-214,-13,-48,-229,/,/,-90,-141,-66,-12
CN(C1CCS(=O)(=O)C1)S(=O)C12CC3CC(CC(C3)C1)C2 (stereo not drawn),0,10,-6,3,10,2,4,-8,25,-13,-3
C=CCNC(=O)c1onc(CSc2ccncc2)c1C(=O)NCC=C,-8,10,6,14,-10,9,3,25,-15,-8,0

# Screens deposited in PubChem by several laboratories.
